Bioassay records as filed in PubChem BioAssay.
OXTR potentiator: human OXTR potentiation. 320,000 compounds, 0.061% hits. CHO-OTR cells, Fluo-8 calcium fluorescence, potentiator mode; 0% = oxytocin EC15, 100% = EC100. P30559. activation, % at 3 µM;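 active = activation above that plate's cutoff, the mean activation of tested compounds plus 3 SD, cut at about 6.6% in these data, passing the limit was not always enough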;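 also: 100% uses oxytocin at 75 nM as the full agonist control; some results filed as inactive read as strong as hits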
Target sequence (P30559 whole entry, looked up): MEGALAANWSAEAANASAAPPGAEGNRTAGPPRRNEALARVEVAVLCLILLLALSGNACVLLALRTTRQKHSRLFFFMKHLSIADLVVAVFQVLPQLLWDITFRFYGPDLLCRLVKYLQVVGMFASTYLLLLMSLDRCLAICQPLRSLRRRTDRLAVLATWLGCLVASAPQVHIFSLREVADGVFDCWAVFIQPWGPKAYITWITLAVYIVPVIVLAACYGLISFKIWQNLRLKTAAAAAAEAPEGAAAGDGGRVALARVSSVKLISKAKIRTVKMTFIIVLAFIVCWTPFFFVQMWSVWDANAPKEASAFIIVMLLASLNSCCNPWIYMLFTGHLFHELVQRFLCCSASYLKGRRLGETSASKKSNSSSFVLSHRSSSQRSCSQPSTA
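Dosing: Single dose, 3.0 µM nominal final compound concentration | Material: Human OTR in CHO cells | Technique: Kinetic Fluo-8 calcium fluorescence | Benchmarks: EC15 oxytocin alone as 0%, 75 nM oxytocin as 100% | Probe or stimulus: Oxytocin at about EC15, sub-maximal agonist stimulus | Incubation: Compound 6 min at room temperature before oxytocin, 100 s read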
MEKK2mut PB1 HTS: signal of MEK5 binding to mutant human MEKK2 PB1 domain; bead flow cytometry, Alexa488-MEK5 binding to MEKK2 mutant; 290,000 compounds, 0.35% hits; percent response, % at 10 µM; AID 1530; in the data active = percent response above about 24%, passing the limit was not always enough; also: inactives centre near 1; some results filed as inactive read as strong as hits
MEKK2wt PB1 HTS: raises or lowers MEK5 binding to wildtype human MEKK2 PB1 domain. bead flow cytometry, Alexa488-MEK5 binding to MEKK2 WT; actives lie on both sides. binding response (% of control), % at 10 µM. 290,000 compounds, 1.1% hits; in the data active = binding response below about 67% or above about 130%
OXTR ag: human OXTR agonism; 320,000 compounds, 0.32% hits; activation, % at 3 µM; CHO-OTR cells, Fluo-8 calcium fluorescence; normalized: DMSO 0%, oxytocin 100%; P30559; AID 2435;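 active = activation above the mean of all tested compounds plus 3 SD, cutoff set per screening run, cut at about 20% in these data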;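 also: peak over basal fluorescence ratio from a 100 s FLIPR kinetic read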
PfM18AAP inh: blocks P. falciparum M18 aspartyl aminopeptidase; inhibition, % at 7.35 µM; 290,000 compounds, 1.2% hits; recombinant PfM18AAP, H-Glu-NHMec fluorogenic cleavage; AID 1822;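 active = inhibition above the campaign mean inhibition over all tested compounds plus 3 SD, cut at about 28% in these data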;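 also: 0% = plate median of test compound wells and 100% = 2 mM ZnCl2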
NALP1 yeast inh: blocks the NALP1 inflammasome reconstituted in yeast; S. cerevisiae NALP1/ASC/caspase-1 growth, X-gal OD620, 72 h; inhibition, % at 10 µM; 280,000 compounds, 0.61% hits; AID 2071; in the data active = inhibition mostly above about 24%, no sharp cut-off; inactive = mostly below about 32%; also: some compounds called inactive have numbers as strong as hits
V1R ag counter: V1a receptor agonism, counter-screen for OXTR agonists; P37288; CHO-V1R cells, Fluo-8 calcium fluorescence, agonist mode; 0% DMSO, 100% 3 nM vasopressin; activation, % at 3 µM; 320,000 compounds, 0.25% hits; AID 2797;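 active = activation above the mean activation of all tested compounds plus 3 SD, per screening run, cut at about 20% in these data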;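 also: signal is peak over basal fluorescence ratio across a 100 second FLIPR read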
GPR7 antag: antagonists of human GPR7 (neuropeptides B/W receptor 1); P48145; GPR7-expressing cells, fluorescence antagonist assay; inhibition, % at 4.4 µM; 290,000 compounds, 1.1% hits; AID 1861; in the data active = inhibition above about 16%, passing the limit was not always enough;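 also: cells stimulated with the agonist NPW; 0% = agonist with vehicle and 100% = vehicle without agonist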
Target sequence (P48145 whole entry, looked up): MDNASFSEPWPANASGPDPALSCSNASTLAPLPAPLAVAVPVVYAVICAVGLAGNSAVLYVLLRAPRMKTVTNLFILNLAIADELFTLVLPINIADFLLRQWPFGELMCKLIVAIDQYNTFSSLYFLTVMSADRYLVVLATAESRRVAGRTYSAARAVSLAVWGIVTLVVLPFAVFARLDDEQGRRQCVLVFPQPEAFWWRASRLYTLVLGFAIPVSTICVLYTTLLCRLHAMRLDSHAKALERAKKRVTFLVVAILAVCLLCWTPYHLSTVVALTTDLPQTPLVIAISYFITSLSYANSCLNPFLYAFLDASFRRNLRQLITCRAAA
GalR3 antagonist: antagonists of human GalR3. AID 651719. HEK293 GalR3-CNG cAMP membrane potential fluorescence; galR3 body fused to GalR1 C-terminus. 360,000 compounds, 0.44% hits. inhibition, % at 3 µM;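 active = inhibition above the screen-wide average plus 3 SD, cut at about 13% in these data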;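 also: forskolin and galanin both at EC90 stimulate the cells; cAMP rise reported by CNG channel membrane potential dye signal; 0% = forskolin plus galanin with DMSO and 100% = forskolin alone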
Target sequence (O60755 1-299 limits assumed): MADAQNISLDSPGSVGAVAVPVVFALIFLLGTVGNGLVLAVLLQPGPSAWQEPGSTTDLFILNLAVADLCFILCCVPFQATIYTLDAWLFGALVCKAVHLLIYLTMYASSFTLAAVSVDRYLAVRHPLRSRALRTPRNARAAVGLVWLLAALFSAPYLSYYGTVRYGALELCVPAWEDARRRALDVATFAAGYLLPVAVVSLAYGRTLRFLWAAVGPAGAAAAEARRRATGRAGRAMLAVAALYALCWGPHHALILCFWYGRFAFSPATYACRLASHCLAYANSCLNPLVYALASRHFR
Active calls of the source: *; / = not tested or not shown. Hits appear at their usual frequency; about 4.1% have a hit in one of these screens.

SMILES	OXTR potentiator	MEKK2mut PB1 HTS	MEKK2wt PB1 HTS	OXTR ag	PfM18AAP inh	NALP1 yeast inh	V1R ag counter	GPR7 antag	GalR3 antagonist
CC(CC(=O)N1CCN(c2ccccc2)CC1)S(=O)(=O)c1ccc2c(c1)NC(=O)CS2 (configuration not stated)	-19	-2	95	4.2	-4	3	5.1	-3	-11
O=S(=O)(Nc1ccccc1Cl)c1cc(NC(=S)NCCN2CCOCC2)ccc1Cl	-12	-2	103	4.3	5	-48	4.4	-5	-9
Cc1ccccc1CN(c1ccc(C(=O)N2CCCC2)cc1)S(C)(=O)=O	0	2	103	2.5	-2	29	2.0	4	-4
O=C(c1n[nH]c(=O)c2ccccc12)N1CCN(Cc2ccc3c(c2)OCO3)CC1	5	-1	95	1.4	-3	/	1.1	-10	-6
CC1(C)CC(=O)c2c(oc3cc(O)c(O)cc23)C1	4	-1	99	3.5	83*	-12	0.8	-4	-2
COc1cc(S(=O)(=O)N2CCN(C)CC2)ccc1Cl	4	4	104	0.0	-16	21	1.2	-8	-3
Cn1c(=O)c(S(=O)(=O)C(C)(C)C)c(O)c2ccccc21	-1	-3	98	0.3	13	12	0.8	14	-9
Cc1ccc(CONC(=O)c2ccc(C)cc2)cc1	-3	/	/	-0.2	/	/	-0.6	/	-4
COC(=O)Nc1c(C)nn(Cc2ccccc2C)c1C	-1	2	103	0.4	11	-2	0.6	-6	/
O=C(NCc1ccccc1Cl)C1CCCN(C(=O)Nc2ccc(F)cc2)C1 (configuration not stated)	1	-2	97	1.2	-2	8	1.1	-5	-5
O=C(Nc1ccc(N2CCCC2)cc1)c1ccc(Br)cc1	-1	10	151*	-0.8	4	21	-1.0	-6	2
O=C(N/N=C/c1cc([N+](=O)[O-])ccc1Cl)c1ccc2nc[nH]c2c1	-4	5	107	1.6	-18	-24	0.6	1	-3
N=c1c2ccccc2nnn1-c1ccc(C(F)(F)F)cc1	-5	-6	101	-0.9	3	12	0.6	-9	-4
O=C(NCCCn1ccnc1)/C(=C\c1ccc(Br)cc1)NC(=O)c1ccccc1F	-10	7	113	-0.9	-3	18	-1.2	-6	-2
COc1cc(NC(=S)NCCCN(C)C)c(OC)cc1NC(=O)c1ccco1	-1	12	110	0.9	-7	/	1.0	0	-3
Cc1ccc(NC(=O)Cn2cccc2C2=NC(c3ccccc3)CO2)c(C)c1 (configuration not stated)	3	-1	98	-1.5	3	30	-1.0	-2	-1
O=C(Nc1ccc(S(=O)(=O)NC2=NCCCCC2)cc1)c1ccc(Cl)c([N+](=O)[O-])c1	-7	/	/	-0.6	/	/	-0.1	/	-2
COc1ccc(C(=O)NCc2ccc3c(c2)OCO3)cc1S(=O)(=O)N(C)Cc1ccccc1	-7	0	97	0.6	4	20	0.7	7	-3
CC1C2CC(CC1(C)C)N(C(=O)Nc1ccc3nccnc3c1)C2 (configuration not stated)	-5	/	/	0.0	-14	10	0.4	-7	-1
Cc1ccc(CNC(=O)CCC(=O)c2cccs2)cc1	5	-3	98	-1.1	-1	-3	-0.9	-9	-6
CC(/C=C1\N=C(SCc2ccccc2)SC1=O)=C\c1ccccc1	-6	-1	102	0.6	0	37	1.8	-4	0
Cc1c(NC(=O)C2CCCCC2)cc(C(=O)N2CCOCC2)cc1[N+](=O)[O-]	-19	-16	87	-1.8	-1	15	-0.7	-4	-6
OC(COc1cc(Cl)c(Cl)cc1Cl)CN1CCN(c2ncccn2)CC1 (configuration not stated)	-7	6	96	-0.2	1	12	3.7	-3	-11
COc1cc(CN2CCCC(CCC(=O)NCc3ccc(C)o3)C2)cc2c1OCO2 (configuration not stated)	9	9	117	-2.2	8	8	-0.2	-10	-2
Clc1ccc(-c2cc(-c3ccccn3)on2)c(Cl)c1	-5	-6	100	-1.7	-4	-12	-1.0	-2	4

(more compounds)
SMILES	OXTR potentiator	MEKK2mut PB1 HTS	MEKK2wt PB1 HTS	OXTR ag	PfM18AAP inh	NALP1 yeast inh	V1R ag counter	GPR7 antag	GalR3 antagonist
O=C(NCc1cccs1)C1CCN(S(=O)(=O)c2ccc(Br)s2)CC1	-9	2	99	-0.6	-3	-13	0.2	-6	-3
O=C(CC(c1ccccc1)c1cc(Br)ccc1O)NCCCN1CCOCC1 (configuration not stated)	-4	11	112	0.7	2	15	0.8	-10	-10
CCOC(=O)N1CCN(c2c(NCC3CCCO3)c(=O)c2=O)CC1 (configuration not stated)	-10	3	99	0.1	-1	-15	0.9	-12	-2
COc1ccc(COc2ccc3ccc(=O)oc3c2)cc1	-6	10	108	-0.6	1	13	0.0	17	-7
COc1ccc(CNC(=O)CC2C[C@H](C(=O)N3CCCCC3)[C@@]3(C)c4[nH]c5ccccc5c4CCN3C2=O)cc1OC (some centres not stated)	-4	/	/	-1.5	/	/	-0.3	/	-5
CCOC(=O)CN(C(=O)CNC(=O)c1ccco1)C(C(=O)NC1CCCC1)c1ccccc1OCC (configuration not stated)	-9	8	108	-1.5	2	-3	-0.3	-5	-1
Cc1nc2ccccc2c2oc(C(=O)NCc3ccccn3)cc12	-6	6	112	3.2	-6	5	4.5	6	-7
CCC1C(=O)N=C(SCC(=O)Nc2ccc(S(N)(=O)=O)cc2)NC1=O (configuration not stated)	-4	1	122	-0.4	2	22	-0.5	4	-2
O=S(=O)(c1ccc2ccccc2c1)n1cccn1	4	7	106	1.0	-17	4	-0.3	-8	-1
Nc1cccc2c1C(=O)N(C(=O)c1cccc(S(=O)(=O)N3CCCC3)c1)C2=O	5	12	111	1.1	-1	-5	1.0	-6	1
O=S(=O)(NCCCCCCNS(=O)(=O)c1c(F)cccc1F)c1ccc2c(c1)OCCO2	-4	/	/	8.2	/	/	6.4	/	-4
CCN(CC(=O)Nc1ccc(OC)cc1)C(=O)c1cc(S(=O)(=O)N2CCOCC2)ccc1N1CCCC1	-5	/	/	-1.7	/	/	-1.3	/	-3
Cc1ccc(S(=O)(=O)N2CC=C(C(=O)NCCC(C)C)CC2)cc1	0	0	97	-0.5	3	/	-1.1	-1	-5
Cc1cc(C(=O)Nc2c(F)cc(F)cc2Br)n(-c2ccccc2)n1	-7	3	106	-1.3	-5	20	-0.5	-14	-8
COc1ccc(C)cc1S(=O)(=O)N(C)CC(=O)Nc1ccc2c(c1)OCO2	4	0	99	0.3	-2	-5	0.6	-8	2
COc1cc([N+](=O)[O-])ccc1NC(=O)CCCOc1cccc(C)c1C	-8	-6	90	-0.9	-18	33	1.3	-9	0
O=C(CCSCCC(=O)NCc1ccc(F)cc1)NCc1ccc(F)cc1	-8	0	104	-2.3	2	30	-0.8	-5	3
CCn1c(C)nc2cc(C(=O)N/N=C(\C)c3ccc(N4CCOCC4)cc3)ccc21	-13	-3	97	2.4	-5	15	0.9	-5	-5
CC1(C)NC(=O)N(CCCCOc2ccc3c(c2)CCC3)C1=O	-11	8	105	2.9	6	4	4.0	0	-7
O=C(c1ccc(-c2ccccc2)cc1)C1CCCN(C(=O)c2ccncc2)C1 (configuration not stated)	-13	-13	84	7.2	-3	-14	8.1	25	-1
CCOc1ccc(NS(=O)(=O)c2coc(C(N)=O)c2)cc1	-4	1	101	2.2	4	14	1.6	-9	0
CCOC(=O)c1cn(Cc2ccc(C)cc2)nn1	-5	1	103	-1.6	-1	24	0.2	3	-9
Cc1ccc(NC(=O)C2CCCN2S(=O)(=O)c2ccc(F)cc2)c(C)c1 (configuration not stated)	-1	0	100	-0.1	-7	/	-0.1	-14	-3
C=C1SC(=Nc2c(C)cc(C)cc2C)N(C(=O)c2sc3ccccc3c2Cl)C12CCCCC2	-13	0	99	0.7	-3	27	1.2	4	-5
CCCc1nnc(NC(=O)CC(C)c2ccccc2)s1 (configuration not stated)	-7	0	102	-1.8	6	-6	-0.1	-2	-3

(further entries)
SMILES	OXTR potentiator	MEKK2mut PB1 HTS	MEKK2wt PB1 HTS	OXTR ag	PfM18AAP inh	NALP1 yeast inh	V1R ag counter	GPR7 antag	GalR3 antagonist
CC1CCCCN1C(=S)NCCc1ccccc1 (configuration not stated)	-12	5	103	6.3	-7	49	0.4	-4	0
COCCCN1C(=O)C(=O)/C(=C(/O)c2ccc(OC)cc2C)C1c1cccnc1 (configuration not stated)	-12	1	100	1.0	-1	8	-0.3	-2	-5
C/C(=N/NS(=O)(=O)c1ccc(C)c(C)c1)c1ccncc1	-13	2	104	-0.1	9	4	0.3	-17	-4
COC(=O)c1ccc(C(=O)NC2CCCc3c2cnn3-c2cc(F)cc(F)c2)nc1 (configuration not stated)	-9	2	105	-0.3	1	15	-0.9	11	3
CCOC(=O)c1ccc(NC(=O)CSc2nnnn2C2CCCCC2)cc1	1	-4	97	0.7	4	2	1.1	-9	4
FCCCOc1ccc(-c2ccnc(-c3ccccc3)n2)cc1	-15	1	100	-1.1	1	2	0.4	-9	-4
CCCCN1C(=O)C(=O)N(CC(=O)Nc2ccccc2C(C)=O)C1=O	-4	/	/	-0.4	/	/	1.0	/	0
O=C(COc1ccc(S(=O)(=O)Nc2ccccc2)cc1)NCc1cccnc1	2	14	111	0.4	0	21	0.2	2	-11
O=C(CNCC1CCCO1)NCc1ccco1 (configuration not stated)	-1	-3	94	-0.2	5	-5	0.9	-10	-6
O=C(Oc1cccc(N2C(=O)CCC2=O)c1)c1ccccc1	0	1	98	1.7	-7	-5	1.4	-18	0
O=C(O)c1ccc(Nc2ncnc3scc(-c4ccccc4)c23)cc1	-4	-14	83	-0.1	-9	14	0.5	0	-6
C/C(N)=C(/C#N)C(=O)COC(=O)C(c1ccccc1)c1ccccc1	-1	-3	96	1.3	-9	3	0.1	-2	2
CCc1ccc(C(=O)NN=C2CCCCCC2)s1	-12	-2	97	0.0	-8	6	0.1	-36	-4
NCc1nc(-c2ccc(Cl)cc2)no1	-12	0	96	0.2	-11	10	0.8	-11	-6
Cc1cccc(OCc2nc(-c3ccccn3)n[nH]2)c1	-2	4	109	1.4	14	10	0.2	-3	3
Cc1ccc(-c2nc3cccnc3s2)cc1NS(=O)(=O)c1ccc2c(c1)CCCC2	-6	9	100	-0.6	0	27	-0.5	2	/
O=C(N/N=C\c1ccc(COc2ccc([N+](=O)[O-])cc2)o1)c1cccc(Cl)c1	-12	4	103	-0.4	4	17	1.4	7	-6
COc1ccccc1/C=C\C(=O)NCC(=O)N/N=C/c1ccc(O)cc1O	-3	5	101	-1.1	-2	0	0.3	-16	-6
O=C(O)c1cc(S(=O)(=O)Nc2ccc3c(c2)OCCO3)c(Cl)cc1Cl	6	0	100	0.2	8	11	0.7	-4	-2
O=C(Nc1ccc(S(=O)(=O)Nc2ncccn2)cc1)C(F)(F)F	-6	3	105	-0.3	-3	-1	1.0	-14	-9
CCCC(=O)NC1=C(C#N)C2(CCCC2)Cc2ccccc21	-6	-1	99	-1.2	-2	30	-0.7	5	-2
Cc1ccc([C@@H]2[C@@H]3C(=O)N(c4ccccc4)C(=O)[C@@H]3[C@]3(C)C(=O)N(Cc4ccccc4)CC(=O)N23)o1	-11	9	100	-0.3	-2	19	-0.8	-5	-6
COc1ccc(Cn2nc(C)cc2C)cc1OC	2	3	105	-0.1	4	-8	0.9	-9	4
